From PubChem BioAssay
PI4K2A inh: PI4K2A (human) kinase inhibition; activity change, negative = inhibition, % at 76.9 µM; Q9BTU6; AID 1346378; purified PI4K2A, ADP-Glo luminescence, 1 h; active compounds read low; hit rate 0.13% among 420,000; in the data active = activity change below about -50%; inconclusive = mostly about -30% to -49%;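 note: -100% = wells without enzyme as full effect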
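Compounds are screened against recombinant PI4K2A using PI as substrate and ATP, the latter dispensed at 300 microM. Reactions run one hour at ambient temperature before ADP-Glo detection; full inhibition defined by wells lacking enzyme.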
IDH1 R132H inh: human IDH1 R132H inhibition; O75874; IDH1-R132H enzyme, NADPH consumption, diaphorase/resazurin fluorescence; Potency, µM (highest dose often 76.6 µM), for inactives: at the highest dose activity change, negative = inhibition, most hits filed as inhibitors; hit rate 0.093% among 390,000; note: potency is the fitted concentration of half-maximal effect; % is set by controls: 0 for no effect and ±100 for the full control effect; nearly all actives have a fitted effect of over 65% in size
Target sequence (O75874 whole entry R132H, stated change not applied): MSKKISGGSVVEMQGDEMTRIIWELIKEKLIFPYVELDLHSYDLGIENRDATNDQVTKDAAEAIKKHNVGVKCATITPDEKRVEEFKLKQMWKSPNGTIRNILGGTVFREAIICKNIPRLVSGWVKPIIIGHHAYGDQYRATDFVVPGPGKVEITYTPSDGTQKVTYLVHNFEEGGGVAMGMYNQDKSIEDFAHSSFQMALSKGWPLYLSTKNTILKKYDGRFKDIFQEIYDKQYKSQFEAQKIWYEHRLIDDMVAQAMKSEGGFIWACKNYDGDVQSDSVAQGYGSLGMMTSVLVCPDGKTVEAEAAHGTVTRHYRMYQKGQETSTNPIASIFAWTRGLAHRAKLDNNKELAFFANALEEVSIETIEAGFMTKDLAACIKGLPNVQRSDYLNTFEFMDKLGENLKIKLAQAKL
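IDH1-R132H (0.5 ug/mL) preincubated 30 min with compound, then NADPH (0.016 mM) and alpha-KG (2 mM) added; 80 min at RT, pH 7.5. Remaining NADPH coupled via diaphorase/resazurin to fluorescence (540/590 nm); concentration-response curves normalized to no-enzyme control.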
TrxR1 substrate: is turned over as a substrate by rat TrxR1 | purified TrxR1 substrate turnover, NADPH consumption readout | Potency, µM (top dose mostly 114 µM), for inactives: top-dose activity change, negative = substrate turnover | hit rate 0.01% among 390,000 | AID 588456; note: potency is the fitted concentration of half-maximal effect; % is set by controls: 0 for no effect and ±100 for the full control effect; nearly all actives have a fitted effect of over 50% in size
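Rat TrxR1, dispensed at 90 nM, was prereduced with 400 uM NADPH (final) for 5 min at ~22 deg C, then incubated with compound 15 min before 400 uM selenite. A first-read NADPH fluorescence drop versus no-compound background flagged substrates.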
GRP78 ERSR act: ER stress response induction in glioma. AID 602332. Potency, µM, for inactives: top-dose activation, usual class: activators. hit rate 0.02% among 420,000. U87-MG GRP78 promoter luciferase reporter, 16 h; note: potency is the fitted concentration of half-maximal effect; series mostly up to about 76 µM; % of control where 0% means no effect; nearly all actives have a fitted effect of over 35% in size
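Stably transfected U87-MG glioma cells carrying a GRP78-based luciferase sensor; 16 h compound incubation. Luminescence end-point read 10 min after Bright-Glo addition at room temperature.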
Vif-A3G inh: Vif-A3G binding inhibition; Q9HC16; HeLa A3G-eYFP + Vif (tagged APOBEC3G with the HIV-1 protein that degrades it), YFP fluorescence, overnight; Potency, µM (titrated, usually from 46.1 µM), without a hit: top-dose activity, negative = active, usual class: inhibitors; hit rate 0.076% among 410,000; AID 602310;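 note: potency is the fitted concentration of half-maximal effect; % is set by controls: 0 for no effect and ±100 for the full control effect; nearly all actives have a fitted effect of over 60% in size; hits raise eYFP signal because A3G escapes Vif-driven loss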
Target sequence (Q9HC16 whole entry, looked up): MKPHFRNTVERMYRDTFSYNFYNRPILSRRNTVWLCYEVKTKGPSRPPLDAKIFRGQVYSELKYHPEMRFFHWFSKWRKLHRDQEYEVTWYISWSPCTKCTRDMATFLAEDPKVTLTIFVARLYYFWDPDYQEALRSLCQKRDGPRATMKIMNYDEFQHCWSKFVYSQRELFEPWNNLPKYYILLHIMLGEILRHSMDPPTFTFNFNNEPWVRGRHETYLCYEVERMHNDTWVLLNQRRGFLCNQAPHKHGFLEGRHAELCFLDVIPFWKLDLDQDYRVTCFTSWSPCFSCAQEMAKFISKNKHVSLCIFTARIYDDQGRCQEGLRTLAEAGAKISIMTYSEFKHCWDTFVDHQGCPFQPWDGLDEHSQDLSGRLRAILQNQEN
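HeLa cells stably expressing Vif and C-terminally eYFP-tagged A3G, seeded overnight at 37 deg C, then exposed to compound by pintool overnight at 37 deg C. Rise in yellow fluorescence (Ex 488/Em 500-530, Acumen) marks blocked Vif-driven A3G degradation.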
RXFP1 agonist: agonists of human relaxin receptor RXFP1 | AID 2676 | hit rate 0.3% among 370,000 | Q9HBX9 | HEK293T-RXFP1 cAMP TR-FRET, 30 min; response scale: percent of porcine relaxin response, buffer zero | Potency, µM (series often up to 57.5 µM), inactives show at the highest dose activation, hits mostly activators; note: potency is the fitted concentration of half-maximal effect; % is set by controls: 0 for no effect and ±100 for the full control effect; nearly all actives have a fitted effect of over 60% in size; many of its hits are not listed in these tables
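HEK293T cells stably expressing RXFP1 were pretreated with the PDE4 inhibitor Ro 20174, exposed to compounds for 30 min at 37C, lysed, and cAMP was read by TR-FRET. Data normalized to buffer (basal) and 29 nM porcine relaxin (100%).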
USP1-UAF1 inh: inhibitors of human USP1/UAF1 deubiquitinase; recombinant USP1/UAF1, Ub-Rhodamine cleavage fluorescence; Potency, µM (series often up to 57.1 µM), for the others: top-dose activity change, negative = inhibition, most hits filed as inhibitors; hit rate 0.23% among 390,000; AID 743255; O94782; note: potency is the fitted concentration of half-maximal effect; % is set by controls: 0 for no effect and ±100 for the full control effect; nearly all actives have a fitted effect of over 60% in size; inactives centre near -12
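USP1/UAF1 complex at 1 nM was preincubated with compound for 15 min at room temperature, then Ub-Rho substrate (150nM final) was added. Fluorescence (480/540 nm) was read kinetically, 6 reads every 60 seconds.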
LDHA inh: blocks human lactate dehydrogenase A. P00338. hit rate 0.15% among 480,000. activity change, % (values are at about 110 or 230 µM). AID 1347041. purified LDHA, NADH/diaphorase-resazurin fluorescence; active compounds read low; in the data active = activity change below about -30%; inconclusive = mostly about -25% to -30%;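 note: plate controls were DMSO wells for no effect and wells without enzyme for full effect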
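LDH5 2 nM; NADH 0.06 mM, pyruvate 0.2 mM; 200 mM Tris pH 7.4, EDTA, Tween-20; 5 min RT. Detection: diaphorase 0.133 mg/mL + resazurin 37 µM, fluorescence ex540/em590 at 0 and 20 min; normalized to enzyme-free and DMSO wells.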
Vif-APOBEC3F blk: inhibitors of Vif-A3F interaction; HeLa A3F-eYFP + Vif (tagged APOBEC3F with the HIV-1 protein that degrades it), YFP fluorescence increase; Potency, µM (doses to about 46.1 µM), for the others: top-dose activity, negative = active; hit rate 0.2% among 390,000; AID 602313; note: potency is the fitted concentration of half-maximal effect; % of control where 0% means no effect; nearly all actives have a fitted effect of over 65% in size
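HeLa cells stably expressing Vif plus C-terminally eYFP-tagged A3F were seeded, incubated overnight at 37 deg C, dosed with compound, incubated overnight again at 37 deg C. Yellow fluorescence (Ex 488/Em 500-530) reported blocked Vif-mediated A3F-eYFP degradation.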
Numbers without * were called inactive; ? = inconclusive; · = no result given; & = joins results of further samples; [ ] = dose if it differs, or a comment. Unless noted, calls come from the whole dose curve; as a rule, active = well fitted curve in the direction sought with a large enough effect; inconclusive = small, poorly fitted or top-dose-only effect, or another doubt; inactive = no such curve, though single readings can be large; an effect the other way counts as inactive or inconclusive.

structure	PI4K2A inh	IDH1 R132H inh	TrxR1 substrate	GRP78 ERSR act	Vif-A3G inh	RXFP1 agonist	USP1-UAF1 inh	LDHA inh	Vif-APOBEC3F blk
CCn1cc2nc(SCC(=O)Nc3cccc(Cl)c3C)n(Cc3ccc(Cl)cc3)c(=O)c2n1	-3	-9%	-2%	-3%	-2%	2.2%	-34%	-4	-9%
Cc1cc(C)c(NS(=O)(=O)c2ccccc2)c(C)n1	1	1%	·	-1%	0%	·	-3%	-9	-5%
CSc1ccc(S(=O)(=O)N2CCC(C(=O)NCCc3ccccc3)CC2)cc1	1	-6%	-11%	-5%	0%	6.7%	-14%	-1	-1%
COC(=O)CNC(=O)COC(=O)c1ccc(Cl)nc1	-2	8%	-9%	-4%	3%	5.2%	-7%	-5	11%
Cc1ccc([C@H]2C[C@H](n3cc(COC(=O)c4ccccc4)nn3)[C@@H](O)CN2Cc2cccs2)cc1	6	-3%	·	-1%	-3%	·	-3%	-1	6%
COc1ccc(C2=C(N)c3ccccc3C2=O)cc1	-9	-1%	8%	3%	0%	0.0%	-18%	-6	-2%
COCCn1c(C)c(C)c2c(NCCc3ccccc3)ncnc21	-6	6%	1%	-12%	-5%	-2.7%	-17%	-7	-20%
COC(=O)c1cc(C#N)c(=O)[nH]c1C	3	-2%	0%	1%	-1%	0.3%	-1%	-3	-4%
Cc1ccc(S(=O)(=O)N2CCOCC2)cc1NC(=O)CN1C(=O)NC2(CCCC2)C1=O	3	2%	5%[57.1 µM]	-4%	-1%	·	-3%	-6	-5%
CC(C)NC(=O)C1CC(=O)N(C(C)c2ccccc2)C1 (configuration not stated)	5	2%	12%[57.1 µM]	-1%	0%	0.1%	-8%	-9	-2%
Oc1c(C(c2cccs2)N2CCN(c3cccc(Cl)c3)CC2)sc2ncnn12 (configuration not stated)	-5	-2%	1%[57.1 µM]	-4%	-19%	-0.6%	?	1	-7%
Cc1cc(C)cc(NS(=O)(=O)c2ccc(NC(=O)C3CCCCC3C(=O)O)cc2)c1 (configuration not stated)	2	2%	8%[57.1 µM]	-5%	1%	0.8%	-9%	-3	7%
CC1CCCCN1c1nnc(N)s1 (configuration not stated)	0	4%	-2%	-4%	-1%	0.5%	-8%	-6	-8%
C#CCOCCOCCOCCNc1nc(N2CCN(C(=O)[C@H](CCC(=O)O)n3cc(C(N)Cc4ccc(O)cc4)nn3)CC2)nc(N2CCN(C(=O)[C@H](CCC(=O)O)n3cc(C(N)CC(C)C)nn3)CC2)n1 (some centres not stated)	-10	0%	18%[57.1 µM]	-6%	0%	-0.8%	-10%	-4	2%
CC1CC(Nc2ccccc2)c2ccccc2N1C(=O)c1ccccc1F (configuration not stated)	-7	1%	3%	-1%	1%	-0.5%	-12%	-4	4%
COc1cc(OC)cc(N2C(=O)CC(N3CCC(C(=O)N4CCCCC4)CC3)C2=O)c1 (configuration not stated)	-1	4%	-13%	-4%	2%	-0.1%	3%	-2	3%
Cc1ccccc1NC(=S)N(C)Cc1cccs1	-9	1%	-13%	-5%	1%	0.5%	-1%	1	2%
Cc1ccc(C(=O)CCC(=O)NC2CCCC(C)C2C)cc1 (configuration not stated)	-2	-4%	-3%	-4%	-1%	2.1%	-29%	-2	2%
O=C(NNC(=O)C1CCC1)c1cccc(Cl)c1	-4	2%	8%	-4%	5%	0.2%	-9%	0	0%
O=C(CSc1ccccc1)NCc1ccccc1	2	7%	6%[57.1 µM]	-1%	0%	0.7%	-15%	-7	-1%
Cn1cccc1/C=C1\SC(=S)N(NC(=O)c2ccccc2)C1=O	5	-4%	12%[57.1 µM]	-5%	1%	-0.9%	-21%	-6	?
CCOC(=O)/C(C#N)=N/Nc1ccc(S(=O)(=O)N2CCc3ccccc32)cc1	0	-4%	-3%	-2%	-16%	-2.5%	-24%	-8	5%
Cc1ccccc1OCC1Cc2c(nc(N)c(C#N)c2N)O1 (configuration not stated)	96	5%	-4%	3%	0%	-0.2%	-22%	-4	·
Cc1cc(NC(=O)C2CCCCC2)ccc1NC(=O)c1ccccc1Cl	-1	0%	-4%	-5%	-8%	2.7%	-21%	-3	-5%
Cc1cc(C)cc(C(=O)Nc2nnc(SCC(=O)N3CCCc4ccccc43)s2)c1	5	2%	18%[57.1 µM]	-4%	-8%	2.0%	-14%	-4	-7%
CCCCN(C)CCNC(=O)c1ccc2c(c1)NC(=O)CN2	-1	11%	-5%[57.1 µM]	-2%	1%	-2.1%	?	-7	-3%
Cc1ccc(S(=O)(=O)N2CCN(C(=O)CSc3nccn3C)CC2)cc1	0	3%	4%	-2%	0%	1.4%	-17%	-4	0%
CCCOc1ccc(C2=CC(=O)C[C@H](c3ccc(OC)cc3)C2)cc1	2	16%	-5%	1%	4%	0.1%	-25%	-2	8%
CC(=O)N(Cc1ccccc1)Cc1nc2sc(C)c(C)c2c(=O)[nH]1	5	11%	5%[57.1 µM]	-2%	1%	-0.4%	-11%	-5	15%
C/C(N)=C(/C#N)C(=O)CSc1nnc(Nc2c(C)cccc2C)s1	6&-3	10%&6%	5%&2%	1%&-1%	0%&2%	1.1%	?	5&4	9%&5%
Cc1ccc(NC(=O)NCc2ccc3c(c2)OCO3)cc1	0	3%	-3%	?	1%	0.3%	-2%	-10	0%
Cc1ccc(NC(=O)C2CC2c2ccccc2)c([N+](=O)[O-])c1 (configuration not stated)	0	-3%	-2%	10%	-13%	0.7%	-9%	0	0%
CC(C)(C)n1nc2c(c1NC(=O)Cc1ccc(F)cc1)CSC2	0	6%	-3%	3%	-3%	1.0%	-22%	1	-4%
Cc1c(C(=O)NCc2ccco2)oc2c(Cl)cccc12	3	12%	9%	-4%	-5%	0.6%	-24%	-11	0%
CCn1c(CNc2ccc(OC)cc2)nnc1SCC(=O)Nc1ccc(F)cc1	3	4%	7%	-2%	2%	-0.6%	-7%	3	-14%
O=C(CCC1N=C2c3ccccc3N=C(SCc3cccc(F)c3)N2C1=O)NCc1cccs1 (configuration not stated)	-1	-2%	11%[57.1 µM]	-5%	-2%	1.3%	-13%	-4	6%
O=C(Nc1ccc2snnc2c1)N1CCSCC1	2	-2%	4%	-1%	-1%	1.7%	-18%	-3	·
CCOC(=O)C1=C(C)NC(C)=C(C(=O)OCC)C1c1ccccn1	-14&2	-2%&0%	12%[57.1 µM]	-5%&-3%	0%&-6%	0.7%	-25%&-21%	-10&-4	-4%&4%
CC(Sc1ccc(Cl)cc1)C(=O)NNC(=O)c1ccncc1 (configuration not stated)	0	1%	5%	-6%	1%	0.1%	-20%	-6	-15%
CCN(CC)C(=O)c1cn(-c2ccccc2)nc1-c1ccc2c(c1)OCCO2	4	2%	7%[57.1 µM]	-2%	2%	0.7%	-5%	-8	-4%
CCOC(=O)C1CCCN(Cc2cn[nH]c2-c2ccc(F)cc2F)C1 (configuration not stated)	1	7%	8%	-5%	-4%	-1.6%	-14%	-3	-9%
CCC(C)Sc1nnc(NC(=O)C2CCN(C(=O)c3ccco3)CC2)s1 (configuration not stated)	4	1%	-3%	-2%	0%	-0.7%	-20%	-4	-4%
Cc1csc2ncnc(N3CCN(S(=O)(=O)c4cccc(C(F)(F)F)c4)CC3)c12	1	6%	-1%	-4%	-2%	3.3%	-4%	-3	10%
CCN(Cc1cc2ccccc2[nH]c1=O)C(=O)c1cccc([N+](=O)[O-])c1	-6	-5%	3%[57.1 µM]	-5%	4%	5.9%	-7%	-4	6%
Cc1ccc(SCC(=O)NCCN2C(=O)CSC2=O)cc1C	-2	3%	3%	1%	3%	0.9%	-17%	-7	-8%
O=C(Cn1cnc2c(NCc3ccccc3)ncnc21)NCc1ccccn1	1	-4%	2%	-3%	1%	·	-16%	-3	7%
C#CCSc1nccc(-c2nn(-c3ccc(C)cc3)ccc2=O)n1	-23	8%	20%	-6%	?	9.0%	-13%	2	·
CCCCN1C(Nc2ccccc2)=NC[C@@H]1Cc1ccccc1	-2	-1%	10%	-5%	-8%	1.2%	-25%	1	-1%
CCOC(=O)c1cccc(NS(=O)(=O)c2cc(Br)cc3c2N(C(=O)C2CC2)CC3)c1	-6	4%	-11%	-2%	2%	1.3%	-32%	4	2%
COc1ccc(NC(=O)COC(=O)C2COc3ccccc3O2)cc1 (configuration not stated)	2	-7%	·	-3%	0%	·	-16%	-2	-1%
COc1ccc(OCc2nc3ccccc3n2Cc2ccccc2Cl)cc1	1	0%	5%	-2%	-3%	-1.2%	-18%	-2	1%
CN=C1S/C(=C\c2ccc(O)c(Br)c2)C(=O)N1C	-20	11%	-3%	6%	0%	5.2%	-7%	-6	-12%

Only part of the results is shown; count on the stated rates, not on these rows.
